STAT1 blocker – STAT1 signaling inhibition. NIH 3T3 STAT1-luciferase reporter, IFN-gamma, luminescence. inhibition, % at 5.5 µM. 200,000 compounds, 0.35% hits. AID 920;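 active means inhibition above a set limit, the mean inhibition across all tested compounds plus 3 SD, cut at about 34% in these data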;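 further: 0% = IFN-gamma with DMSO and 100% = IFN-gamma with 300 µM nifuroxazide; values of inactives mirror those of a sister screen read the other way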
Diaph act CS – diaphorase activation or chemical reduction counter-screen. Diaphorase/resazurin coupled assay, resorufin fluorescence, 16 min; active compounds read high; 1 = vehicle wells, 0 = NADH-free wells. activation factor at 20 µM. 190,000 compounds, 0.005% hits;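 active means diaphorase activity raised at least twofold by the compound at 20 µM; inactive means activation factor below 2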
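System – purified diaphorase enzyme from Clostridium kluyveri · Input – enzyme 0.07 U/mL final · Also added – final NADH 0.114 mM, resazurin 0.1 mM · Measured by – fluorescence of resorufin, 544 nm excitation, 590 nm emission · Timing – 16 min enzyme reaction, ambient temperature · Measure – resorufin increase flagging diaphorase activators or reducers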
STAT3 blocker – inhibitors of IL-6 induced STAT3 signaling; U3A cells, IL-6 STAT3-luciferase reporter, luminescence; host cell line lacks STAT1; inhibition, % at 5.5 µM; 190,000 compounds, 0.89% hits; AID 862;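 active means inhibition above the mean inhibition across all screened compounds plus 3 SD, cut at about 44% in these data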;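 further: 0% = DMSO only wells and 100% = 100 µM nifuroxazide control wells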
G6PDH counter – counter-screen for G6PDH assay hits: L. mesenteroides G6PDH inhibition; Purified L. mesenteroides G6PDH, diaphorase/resazurin coupled fluorescence, 45 min; 200,000 compounds, 0.12% hits; inhibition, % at 5 µM; AID 1020; in the data active means inhibition above about 50%
Hsp70 act – switches on Hsp70 transcription. HeLa Hsp70 promoter luciferase reporter, luminescence; scaled: vehicle 0, proteasome-inhibitor control 100%. activation, % at 10 µM. 200,000 compounds, 0.04% hits. AID 1203;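 active means activation above the mean across all tested compounds plus 3 SD, cutoff set per campaign, cut at about 5.5% in these data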;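 further: 100% = MG132 at 30 µM as the positive control and 0% = DMSO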
Diaph inh CS – diaphorase inhibition or chemical oxidation counter-screen; inhibition, % at 20 µM; 190,000 compounds, 0.69% hits; diaphorase resazurin-to-resorufin fluorescence, NADH, 16 min; bacterial (C. kluyveri) enzyme, not human; AID 1217;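 active means primary screen inhibition at 20 µM above a set limit, cut at about 50% in these data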;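 further: plate controls were DMSO with full reaction for no effect and wells lacking NADH for full effect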
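Detection: fluorescence of resorufin formed from resazurin, Ex 544/Em 590 nm; test system: Clostridium kluyveri diaphorase enzyme; amount: 0.14 U/mL diaphorase, enzyme working solution; times: 16-min room-temperature incubation before reading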
STAT3 act – activators of IL-6 induced STAT3 signaling. U3A cells, IL-6 STAT3-luciferase reporter, luminescence; 100% = signal with IL-6 EC80 alone. activation (% of control), % at 5.6 µM. 190,000 compounds, 0.91% hits;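 active means activation above the screen-wide mean of compound activation plus 3 SD, cut at about 130% in these data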;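 further: 0% = background luminescence of wells with medium and substrate only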
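Assay system – human STAT1-deficient U3A cells with stable STAT3-luciferase reporter · Also added – IL-6 (33 ng/mL) · Schedule – compound 1 h, then IL-6 6 h at 37 °C · Technique – reporter luminescence signal · Evaluation – % activation versus median of IL-6-stimulated wells · Benchmarks – IL-6-only wells as 100% reference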
STAT1 act – activators of IFN-gamma induced STAT1 signaling; NIH 3T3 STAT1-luciferase reporter, luminescence; 100% = IFN-gamma alone, no compound; 200,000 compounds, 2.6% hits; AID 932; activation (% of control), % at 5.5 µM;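 active means activation above the screen-wide mean activation plus 3 SD, cut at about 130% in these data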;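 further: raw ratio to IFN-gamma control signal so 100% means no change and 0% no light; values of inactives mirror those of a sister screen read the other way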
TLR4 MyD88 comp – TLR4-MyD88 interaction inhibition in cells. HeLa CL3-4 TLR4/MyD88 BLA complementation, FRET ratio. inhibition, % at 8.4 µM. 200,000 compounds, 0.18% hits. O00206+Q99836; in the data active means inhibition above about 25%;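 further: 0% = vehicle and 100% = reference inhibitor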
Target sequence (O00206 whole entry, looked up): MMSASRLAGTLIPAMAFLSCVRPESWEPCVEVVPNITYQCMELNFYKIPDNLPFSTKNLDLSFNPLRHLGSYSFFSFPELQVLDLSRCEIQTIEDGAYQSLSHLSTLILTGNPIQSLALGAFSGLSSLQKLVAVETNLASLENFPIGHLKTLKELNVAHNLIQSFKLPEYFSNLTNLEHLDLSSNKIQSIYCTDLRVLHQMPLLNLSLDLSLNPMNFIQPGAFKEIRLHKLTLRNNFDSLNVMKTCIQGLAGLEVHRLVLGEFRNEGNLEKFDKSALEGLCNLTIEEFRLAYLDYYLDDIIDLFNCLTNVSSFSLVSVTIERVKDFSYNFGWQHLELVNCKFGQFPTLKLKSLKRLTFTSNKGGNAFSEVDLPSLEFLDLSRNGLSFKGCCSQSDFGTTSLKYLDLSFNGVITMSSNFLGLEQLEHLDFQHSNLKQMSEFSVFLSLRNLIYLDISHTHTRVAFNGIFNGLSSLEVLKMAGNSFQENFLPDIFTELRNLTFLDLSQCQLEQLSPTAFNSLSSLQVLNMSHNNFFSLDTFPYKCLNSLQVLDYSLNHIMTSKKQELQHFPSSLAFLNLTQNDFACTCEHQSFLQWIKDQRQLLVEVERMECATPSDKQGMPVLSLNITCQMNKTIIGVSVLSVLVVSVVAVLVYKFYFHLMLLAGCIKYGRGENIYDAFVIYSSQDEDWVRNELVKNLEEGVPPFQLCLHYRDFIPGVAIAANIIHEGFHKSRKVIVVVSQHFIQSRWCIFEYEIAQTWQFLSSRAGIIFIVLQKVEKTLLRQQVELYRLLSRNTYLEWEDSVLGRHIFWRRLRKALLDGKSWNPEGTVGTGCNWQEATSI
Target sequence (Q99836 whole entry, looked up): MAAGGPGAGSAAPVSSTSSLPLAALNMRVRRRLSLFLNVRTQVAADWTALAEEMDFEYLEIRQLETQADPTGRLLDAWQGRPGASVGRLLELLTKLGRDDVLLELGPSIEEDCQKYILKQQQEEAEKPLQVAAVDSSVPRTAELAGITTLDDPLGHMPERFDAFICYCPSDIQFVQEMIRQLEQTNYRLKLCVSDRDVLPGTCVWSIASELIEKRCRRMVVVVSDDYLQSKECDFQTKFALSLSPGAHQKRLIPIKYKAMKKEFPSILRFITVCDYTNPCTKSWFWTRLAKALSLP
APP 5UTR inh – APP translation inhibition. inhibition, % at 2 µM. 190,000 compounds, 0.82% hits. SH-SY5Y APP 5'UTR-luciferase reporter, luminescence;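 active means inhibition above a set limit, derived from the sample mean plus 3 SD, cut at about 45% in these data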; further: values of inactives mirror those of a sister screen read the other way
* hit, by the source's call; / = no result given.

SMILES	STAT1 blocker	Diaph act CS	STAT3 blocker	G6PDH counter	Hsp70 act	Diaph inh CS	STAT3 act	STAT1 act	TLR4 MyD88 comp	APP 5UTR inh
c1ccc(SCc2nc3ccccc3[nH]2)nc1	-10	1	-5	4	0.5	3	107	110	-3	-21
NC(CC(=O)OC1CCCCC1)C(=O)OC1CCCCC1 (configuration not stated)	-9	1	-10	1	-0.3	5	108	108	-12	0
C=CCn1c(-c2cccc(S(=O)(=O)N(CC)CC)c2)n[nH]c1=S	5	0.8	9	14	-0.5	21	96	93	7	-5
CCN(C(=O)CSc1nnc2nc(C)cc(C)n12)c1ccccc1	-1	0.9	2	4	-0.4	7	100	101	6	-8
Cc1csc(NC(=O)c2cc[n+]([O-])cc2)n1	2	0.9	7	4	-0.2	10	98	97	-20	6
O=C(N/N=C/c1ccsc1)c1ccccn1	-31	0.9	-6	8	-0.3	11	106	128	0	-36
CCOc1ccc2nc(SCc3ccccc3C#N)sc2c1	-38	0.8	6	11	0.5	16	104	134*	0	-116
CCOC(=O)C1=C(C)NC(=O)NC1c1ccc(NC(C)=O)cc1 (configuration not stated)	-2	0.9	-4	-2	-0.5	8	104	102	4	10
CCCN1Cc2cccc(C(=O)N3CCN(c4ccccc4)CC3)c2C1=O	-1	0.9	6	10	0.1	10	96	101	1	12
CC(=O)Nc1cccc(NC(=O)CSc2ncc(-c3ccccc3)[nH]2)c1	-4	0.8	-7	-1	-0.1	16	107	102	6	-9
CCOC(=O)c1sc2nc3c(cc2c1N)COC(C(C)C)C3 (configuration not stated)	-126	1.1	37	7	0.2	-8	71	214*	-11	-145
CCOC(=O)c1cc2c(=O)n3ccccc3nc2n(CCCOC)c1=NC(=O)c1cccnc1	-1	1	0	0	1.1	4	104	101	-8	3
COc1ccc(C[C@H]2CN3C(=NC[C@@H]3C(C)C)N2C[C@H](C)NC(=O)c2ccc(C)c(Br)c2)cc1	15	0.8	/	5	-0.2	18	/	88	-3	12
Cc1cc(NCc2ccccc2)n2ncnc2n1	8	1	10	16	-0.3	1	96	91	-9	-6
CCC(C)(C)n1nnnc1C(c1ccc(N(C)C)cc1)N1CCN(C2CCCCC2)CC1 (configuration not stated)	-3	1.1	0	10	-0.2	-6	103	103	2	-5
CCn1c(CCNC(=O)c2ccc(C)cc2)nnc1SCc1ccc(Cl)c(Cl)c1	-5	1	-11	7	-0.2	-1	108	105	-4	-4
CCNC(=O)CC1C(=O)N(c2ccc(OC)cc2)C(=O)N1Cc1ccc(OC)cc1 (configuration not stated)	9	0.9	18	8	-0.3	7	88	91	-1	13
Cc1nnc(OCc2nc3ccccc3n2C)c2ccccc12	-11	0.9	18	9	-0.3	9	84	110	-1	-3
Cc1cc(N2CCOCC2)cc(C)[n+]1[O-]	2	1	3	6	-0.4	-1	102	98	4	13
CCC(C)(NC(=O)c1ccc2c(c1)OCO2)C(=O)NC1CCCCC1 (configuration not stated)	6	1	9	1	-0.3	1	103	94	-9	-11

STAT1 act, what is marked active above.
compound,STAT1 blocker,Hsp70 act,STAT3 act,STAT1 act,TLR4 MyD88 comp,APP 5UTR inh
CCOc1ccc2nc(SCc3ccccc3C#N)sc2c1,-38,0.5,104,134*,0,-116
CCOC(=O)c1sc2nc3c(cc2c1N)COC(C(C)C)C3 (configuration not stated),-126,0.2,71,214*,-11,-145

The list continues:
SMILES	STAT1 blocker	Diaph act CS	STAT3 blocker	G6PDH counter	Hsp70 act	Diaph inh CS	STAT3 act	STAT1 act	TLR4 MyD88 comp	APP 5UTR inh
N#CNC1=NCN(CCc2ccccc2)CN1	1	0.9	5	2	0.3	9	102	99	5	2
COc1ccc(C2SCCN2C(=S)Nc2cccc(Cl)c2)cc1 (configuration not stated)	-10	0.9	2	0	-0.3	7	103	109	-8	-11
COc1cccc(S(=O)(=O)NCc2ccc(C(=O)Nc3ccc(Cl)cc3)cc2)c1	1	1	0	-18	-0.4	5	99	99	15	-14
CCCN1CCN(CCCNC(=O)CCNC(=O)Cn2ccc3ccccc3c2=O)CC1	2	0.9	3	4	-0.1	15	102	98	3	2
O=c1c2ccccc2nc2n1CCCS2	-1	0.9	1	1	-0.1	11	102	101	-7	20
Cc1ccc(/C=C2/SC(=O)N(CC(=O)N3CCOCC3)C2=O)s1	-5	0.9	-4	6	-0.1	9	101	104	-2	-1
CCOC(=O)c1c(NC(=O)CSc2n[nH]c(-c3ccco3)n2)sc(C)c1C	-1	0.5	-2	-24	0.0	46	103	101	-2	-1
Cc1ccc(S(=O)(=O)NCC(=O)OCC(=O)c2ccc(Br)s2)cc1	0	1	-3	19	-0.3	0	108	100	16	6
CNC(=S)NNC(=O)CCn1nc(C)c(Br)c1C	-3	0.7	3	10	-0.3	28	102	103	21	18
COc1cccc(CNc2ccc(C(=O)O)cc2)c1OCc1ccccc1	-3	1	9	9	0.0	-5	97	101	1	0
CCOc1cc(C(=O)OCC(=O)Nc2cc(C)on2)cc(OCC)c1OCC	1	0.9	1	2	-0.2	10	103	99	1	-12
COc1ccc(C)cc1S(=O)(=O)N1CCC(C(=O)N2CCN(C)CC2)CC1	-4	0.9	0	22	-0.3	7	99	104	4	-21
Cc1cc(C)n2c(SCC#N)nnc2n1	1	0.9	-10	0	0.2	10	108	100	-3	21
Cc1ccc(CCNC(=O)c2coc3nc4ccccc4nc23)cc1	2	0.8	7	-8	0.4	21	99	98	-15	/
O=C(Nc1nccs1)C1CC(=O)N(c2ccc(Cl)cc2)C1 (configuration not stated)	-7	1	-9	8	-0.2	1	112	105	9	11
COC(=O)C(NC(C)=O)(Nc1nc2c(C)cc(C)cc2s1)C(F)(F)F (configuration not stated)	0	0.9	-3	6	-0.1	10	102	100	-1	10
O=C1OCCC1N1C(=O)c2ccccc2S1(=O)=O (configuration not stated)	-3	0.9	6	-2	-0.2	9	99	103	-7	4
COc1ccc2[nH]c(O)c(NC(C)=O)c2c1	-2	0.9	-1	-1	-0.2	14	101	102	-1	-6
C=CCc1ccccc1OCC(O)CN(CC)CC (configuration not stated)	1	1	-4	3	-0.3	3	104	100	8	5
CCn1c(SCC(=O)Nc2cccc(C)c2)nc2c(c1=O)SC(C)C2 (configuration not stated)	5	0.9	12	-10	-0.2	13	94	95	-9	-7

Rewritten with values under each structure: entries from further up
Order of results – STAT1 blocker	Diaph act CS	STAT3 blocker	G6PDH counter	Hsp70 act	Diaph inh CS	STAT3 act	STAT1 act	TLR4 MyD88 comp	APP 5UTR inh
> N#CNC1=NCN(CCc2ccccc2)CN1
    1	0.9	5	2	0.3	9	102	99	5	2
> O=c1c2ccccc2nc2n1CCCS2
    -1	0.9	1	1	-0.1	11	102	101	-7	20

(continued)
SMILES	STAT1 blocker	Diaph act CS	STAT3 blocker	G6PDH counter	Hsp70 act	Diaph inh CS	STAT3 act	STAT1 act	TLR4 MyD88 comp	APP 5UTR inh
COc1ccc(C(NC(N)=O)c2ccccc2)cc1 (configuration not stated)	-1	0.9	10	12	0.4	14	94	101	-1	2
COc1ccc(-c2n[nH]c(C)c2-c2cc(OC)ccc2O)cc1	6	0.9	10	13	-0.3	14	95	94	9	5
COc1cccc(C(=O)Nc2c(F)cccc2F)c1	4	1	10	7	0.0	2	96	94	-10	2
CCN(CC)C(=O)N1CCC(NC(=O)c2ccccc2)CC1	3	0.9	9	11	-0.2	6	94	97	-5	-3
CC(C)(C)c1cnnn1-c1ccc(NC(=O)c2ccc3c(c2)OCO3)cc1	-6	0.8	3	18	-0.2	24	101	105	-10	-15
C#CCOCCOCCOCCNc1nc(N2CCN(C(=O)[C@H](CCCCN)n3cc(C(N)[C@H](C)CC)nn3)CC2)nc(N2CCN(C(=O)[C@H](CCC(=O)O)n3cc(C(N)[C@H](C)CC)nn3)CC2)n1 (some centres not stated)	-4	1	/	15	-0.2	4	/	105	-17	-18
CSc1nc(NCc2ccco2)c2c3c(sc2n1)CN(C)CC3	-1	0.9	12	-1	-0.7	7	96	101	-9	-6
O=c1cc(CSc2nnc(COc3ccc(Cl)cc3)o2)c2ccccc2[nH]1	0	0.7	1	8	-0.1	33	100	100	1	-14
O=C(O)CSc1nnc(COc2ccc([N+](=O)[O-])cc2)n1-c1ccccc1	-14	0.9	2	11	1.0	7	100	111	-17	-9
O=C1Nc2ccccc2N=C(c2ccccc2)C1Br (configuration not stated)	-9	0.9	-2	16	-0.2	7	103	107	-15	-33
O=C(O)Cn1nc2ccccc2n1	0	1	5	4	-0.2	4	99	100	-6	3
O=C(NCCCCCCNC(=O)OC1CCS(=O)(=O)C1)OC1CCS(=O)(=O)C1 (configuration not stated)	-6	1.1	-9	3	-0.5	-11	106	106	1	28
CCOC(=O)Cc1nc2ccccc2n(CC#N)c1=O	1	1	0	11	-0.4	1	102	98	-13	-10
C(=N\N1CCN(C2c3ccccc3-c3ccccc32)CC1)/c1cccs1	5	0.8	0	8	0.0	17	110	96	0	-14
CCOC(=O)/C(=C\C=C1/Sc2cc(OCC)c(OCC)cc2N1CC)C(C)=O	-2	0.9	-2	13	0.0	10	101	102	2	8
O=S1(=O)Cc2cc3ccccc3cc2C1	-6	0.8	4	18	-0.1	18	101	104	-7	7
COc1ccc(C(C(=O)NC2CCCCC2)N(C(=O)c2ccccn2)c2cccnc2)cc1 (configuration not stated)	0	/	4	3	0.3	/	99	100	0	-10
Cc1nn(C)c(C(=O)N/N=C/c2ccc(Br)cc2)c1Cl	4	0.8	10	-2	-0.2	20	92	97	1	-3
COc1ccc(C)cc1NC(=O)CSc1nnc(CC(=O)Nc2cccc(C(F)(F)F)c2)n1C	7	0.9	7	4	-0.2	10	92	94	12	-13
CCOc1cc(NC(=S)NCc2ccco2)c(OCC)cc1NC(=O)C1CC1	15	0.9	1	-4	-0.2	12	98	87	14	2
COc1ccc2nc(C)cc(SCC(=O)N/N=C/c3cccc4ccccc34)c2c1	3	1.2	5	-70	-0.5	-18	99	97	-1	-15
COc1ccc(CCNC(=O)C2CCN(S(=O)(=O)N3CCOCC3)CC2)cc1OC	7	1	1	10	0.0	2	101	94	1	4
O[C@H]1COC2C1OC[C@@H]2O (some centres not stated)	10	1	10	3	-0.1	1	93	91	-6	-4
CCCCn1c(SCC(=O)Nc2nnc(C)s2)nnc1-c1ccncc1	4	1	10	2	-0.1	-4	96	95	-6	17
CCOc1ccc(N2CC(C(=O)Nc3ccc(OC)c(S(=O)(=O)N4CCCCC4)c3)CC2=O)cc1 (configuration not stated)	-2	0.9	15	-4	-0.2	5	94	100	-8	-9
Cc1ccc(NC(=O)CCC(=O)NNC(=O)c2ccco2)cc1C	-1	0.9	10	4	-0.2	8	97	101	-11	2
O=S(=O)(NC1CCCCC1NCc1ccco1)c1ccccc1 (configuration not stated)	5	0.8	-2	5	-0.4	18	107	95	-3	8
CCOc1ccc(NC(=O)N2CCC(c3ccc(C)cc3)C2)cc1 (configuration not stated)	-5	1	12	4	-0.2	5	93	104	15	-8
